CHO-K1 Ca antag: nonselective inhibitor or artifact in parental CHO-K1 cells; ATP-induced calcium, Fluo-8 fluorescence; inhibition, % at 3 µM; actives 0.6% (n = 360,000);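 active = inhibition above a per-plate cutoff, the plate's mean sample inhibition plus 3 SD, cut at about 24% in these data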;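 note: 0% = DMSO plus EC80 ATP and 100% = DMSO alone without ATP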
M4 ag: CHRM4 agonism in calcium assay; actives 0.14% (n = 360,000); P08173; activation, % at 3 µM; CHO-K1 hM4/Gqi5, Fluo-8 calcium fluorescence; vehicle 0%, full acetylcholine response 100%;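 active = activation above the run mean over all test wells plus 3 SD, cut at about 32% in these data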;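 note: peak over basal fluorescence ratio per well then scaled between controls; 0% = DMSO wells and 100% = acetylcholine at EC100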
Target sequence (P08173 whole entry, looked up): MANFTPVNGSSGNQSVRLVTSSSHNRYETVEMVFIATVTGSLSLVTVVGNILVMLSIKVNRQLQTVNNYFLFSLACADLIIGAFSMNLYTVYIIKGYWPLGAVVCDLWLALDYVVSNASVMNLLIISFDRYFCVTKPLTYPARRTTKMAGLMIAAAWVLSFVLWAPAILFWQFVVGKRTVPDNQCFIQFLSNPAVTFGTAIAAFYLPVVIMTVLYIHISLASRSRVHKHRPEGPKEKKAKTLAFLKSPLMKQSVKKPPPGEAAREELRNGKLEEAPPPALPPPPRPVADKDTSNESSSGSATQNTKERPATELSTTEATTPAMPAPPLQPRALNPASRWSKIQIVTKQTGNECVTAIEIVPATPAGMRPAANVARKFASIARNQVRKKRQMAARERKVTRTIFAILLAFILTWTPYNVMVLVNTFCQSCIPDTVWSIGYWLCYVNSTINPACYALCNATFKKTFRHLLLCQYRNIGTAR
CHRM5 PAM: CHRM5 positive allosteric modulation | P08912 | CHO-K1 hM5, Fluo-8 calcium, ACh EC20 PAM; 0% = ACh EC20, 100% = ACh EC100 | activation, % at 3 µM | actives 0.3% (n = 360,000) | AID 624038;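 active = activation above the run cutoff, the mean activation of all test compounds plus 3 SD, cut at about 18% in these data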
Target sequence (P08912 whole entry, looked up): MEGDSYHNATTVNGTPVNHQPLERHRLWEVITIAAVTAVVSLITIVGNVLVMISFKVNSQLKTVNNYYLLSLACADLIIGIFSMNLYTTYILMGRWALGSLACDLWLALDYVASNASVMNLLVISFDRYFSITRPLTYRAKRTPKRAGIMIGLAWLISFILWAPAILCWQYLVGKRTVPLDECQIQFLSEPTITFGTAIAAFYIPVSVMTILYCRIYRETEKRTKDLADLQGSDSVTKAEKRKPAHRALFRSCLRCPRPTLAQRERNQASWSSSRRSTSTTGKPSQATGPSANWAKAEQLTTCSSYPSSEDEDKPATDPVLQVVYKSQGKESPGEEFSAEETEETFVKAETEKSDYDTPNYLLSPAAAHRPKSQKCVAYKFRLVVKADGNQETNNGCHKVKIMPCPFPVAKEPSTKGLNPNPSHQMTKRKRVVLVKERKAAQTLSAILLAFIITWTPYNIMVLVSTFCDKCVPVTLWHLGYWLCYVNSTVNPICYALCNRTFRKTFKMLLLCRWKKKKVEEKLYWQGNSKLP
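Measured by: Fluo-8 calcium fluorescence; material: human M5 receptor in CHO-K1 cells; schedule: Post-acetylcholine fluorescence recording 140 s; benchmarks: low control EC20 acetylcholine (0%), high control EC100 acetylcholine (100%); read-out: Max/basal fluorescence ratio as % of EC20–EC100 ACh window; compound: single dose, 3 µM nominal final test concentration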
CHO-K1 Ca ag: counter-screen for M1 agonists: effect in parental CHO-K1 cells; Fluo-8 calcium fluorescence; scaled to maximal ATP response, vehicle zero; activation, % at 3 µM; actives 0.48% (n = 360,000); AID 602248; in the data active = activation above about 15%;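 note: untransfected CHO-K1 host cells lacking M1 receptor as counterscreen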
CHO-K1 Ca PAM: nonselective activator or artifact in parental CHO-K1 calcium assay. ATP EC20, Fluo-8 calcium fluorescence; 0% at ATP EC20, 100% at ATP max. activation, % at 3 µM. actives 0.02% (n = 360,000). AID 602247;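 active = activation above the run cutoff, the mean activation of all test compounds plus 3 SD, cut at about 40% in these data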;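 note: peak over basal fluorescence ratio in a 140 s read after ATP addition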
M5 antag: CHRM5 antagonism in calcium assay. CHO-hM5 cells, Fluo-8 calcium fluorescence, ACh EC80. AID 624040. inhibition, % at 3 µM. actives 0.59% (n = 360,000). P08912;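 active = inhibition above a per-plate cutoff, the mean of that plate's test compounds plus 3 SD, cut at about 27% in these data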;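 note: 0% = acetylcholine EC80 with DMSO and 100% = DMSO without agonist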
M5 ag: CHRM5 agonism in calcium assay; actives 0.19% (n = 360,000); P08912; AID 624037; activation, % at 3 µM; CHO-K1 hM5 cells, Fluo-8 calcium fluorescence; 0% DMSO wells, 100% maximal acetylcholine response;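 active = activation above the run's mean over test compounds plus 3 SD, cut at about 23% in these data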;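 note: signal is peak over basal fluorescence ratio across the kinetic read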
M4 antag: antagonists of human muscarinic M4 receptor (CHRM4) | inhibition, % at 3 µM | actives 0.73% (n = 360,000) | CHO-hM4 cells, ACh EC80, Fluo-8 calcium fluorescence;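 active = inhibition above its plate's cutoff, the mean inhibition of sample wells plus 3 SD, cut at about 27% in these data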;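 note: 0% = acetylcholine EC80 with DMSO and 100% = DMSO without agonist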
M4 PAM: CHRM4 positive allosteric modulation; actives 0.4% (n = 360,000); activation, % at 3 µM; CHO-K1 hM4/Gqi5, Fluo-8 calcium fluorescence, ACh EC20; 0% = ACh EC20, 100% = maximal ACh;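 active = activation above its plate's cutoff, the mean activation of sample wells plus 3 SD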; note: some results filed as inactive read as strong as hits
The depositor's hits bear a star; x = not tested or not shown.

SMILES	CHO-K1 Ca antag	M4 ag	CHRM5 PAM	CHO-K1 Ca ag	CHO-K1 Ca PAM	M5 antag	M5 ag	M4 antag	M4 PAM
Cn1c(Cc2cccs2)nnc1SC/C=C/c1ccccc1	-2	1	0	1.2	-6	2	-3	4	1
COc1cc(-c2noc(C)c2C(=O)NCCCN2CCOCC2)cc(OC)c1OC	-10	1	3	0.6	5	9	0	-5	9
CC(=O)Oc1cccc(N2C(=O)c3ccc(C(=O)O)cc3C2=O)c1	-5	1	3	-0.3	13	-1	-2	-15	11
Cc1ccc(CN2CCN(Cc3nc4ccccc4nc3C)CC2CCO)cc1 (configuration not stated)	-7	0	2	0.5	21	-1	-2	-11	-7
COc1ccc(-c2csc(N(CCCN(C)C)C(=O)c3ccccc3C)n2)cc1	-12	16	-3	2.5	16	9	-6	6	-11
COc1ccccc1NC(=O)CN1CCN(S(=O)(=O)c2ccc(Br)cc2)CC1	-21	0	2	1.1	28	17	-2	4	1
Cc1cc(NC(=O)CCC(=O)N(Cc2ccco2)C2(C(=O)NC3CCCC3)CCCCC2)no1	-21	0	-2	0.6	-12	8	-3	12	-12
CC1=C(C(=O)OCC2CCCO2)C(c2coc3ccc(Cl)cc3c2=O)C2=C(CCCC2=O)N1 (configuration not stated)	-26	4	5	0.8	33	1	-3	-6	2
Cc1cc(NC(=O)c2ccccc2C)n(-c2cccc(F)c2)n1	-2	1	0	-0.4	3	-1	-3	0	-5
COC(=O)C1=C(C(=O)OC)[C@@H]2N(C)c3ccccc3[C@@]23C[C@@H](C(=O)OC)N(C(=O)C2CCC2)C3=N1	-13	1	5	-0.7	7	9	-3	0	7
CN(C)c1ccc(CC(=O)N2CCCC(c3cc(C(=O)Nc4ccc(C(C)(C)C)cc4)no3)C2)cc1 (configuration not stated)	9	11	-9	4.5	8	16	4	5	-9
O=C(CSc1n[nH]c(=O)n1C1CC1)Nc1ccc(OC(F)(F)F)cc1	-9	2	-9	0.6	17	16	1	-3	3
CCOc1ccc(-c2cccc(NS(=O)(=O)c3cc([N+](=O)[O-])ccc3Cl)c2)nn1	6	3	-3	-0.1	0	5	-2	-7	6
Cc1ccccc1NC(=O)C1=CC=CN2CCS(=O)(=O)N=C12	-10	1	-5	0.3	11	4	1	0	7
C/C(=N\NC(=O)Cc1ccc(O)cc1)c1cccnc1	-16	4	-2	1.0	2	-9	-1	-11	11
O=C(NCc1ccc(F)cc1)c1cc(C2CCCN(C(=O)CCCc3ccccc3)C2)on1 (configuration not stated)	-1	5	-3	0.8	-5	5	0	-5	-4
C[C@@H]1CN([C@@H](C)CO)S(=O)(=O)c2ccc(Br)cc2O[C@H]1CN(C)C(=O)c1ccccc1	-1	14	-2	5.8	9	0	4	-16	-4
Oc1ccc(C[C@H]2CN([C@@H](Cc3ccc(O)cc3)CN3CCC[C@@H]3CN3C(=S)NC[C@@H]3Cc3ccccc3)C(=S)N2CCc2ccccc2)cc1	34*	2	-6	0.3	0	11	0	-3	1
CCOc1ccccc1CNC(=O)C1CCCN(c2nnc(C)c3c(C)n(-c4ccccc4)nc23)C1 (configuration not stated)	-23	-1	-2	-1.8	4	-10	-10	2	-11
CC(=O)c1ccc(OCC(=O)NCC(c2ccco2)N2CCCCC2)cc1 (configuration not stated)	-26	2	3	1.3	17	-7	2	-7	-6

Sorted by number of heavy atoms (rising): 5 of the compounds above
SMILES	CHO-K1 Ca antag	M4 ag	CHRM5 PAM	CHO-K1 Ca ag	CHO-K1 Ca PAM	M5 antag	M5 ag	M4 antag	M4 PAM
CC(=O)Oc1cccc(N2C(=O)c3ccc(C(=O)O)cc3C2=O)c1	-5	1	3	-0.3	13	-1	-2	-15	11
CC(=O)c1ccc(OCC(=O)NCC(c2ccco2)N2CCCCC2)cc1 (configuration not stated)	-26	2	3	1.3	17	-7	2	-7	-6
COc1cc(-c2noc(C)c2C(=O)NCCCN2CCOCC2)cc(OC)c1OC	-10	1	3	0.6	5	9	0	-5	9
C[C@@H]1CN([C@@H](C)CO)S(=O)(=O)c2ccc(Br)cc2O[C@H]1CN(C)C(=O)c1ccccc1	-1	14	-2	5.8	9	0	4	-16	-4
CCOc1ccccc1CNC(=O)C1CCCN(c2nnc(C)c3c(C)n(-c4ccccc4)nc23)C1 (configuration not stated)	-23	-1	-2	-1.8	4	-10	-10	2	-11

The list goes on:
SMILES	CHO-K1 Ca antag	M4 ag	CHRM5 PAM	CHO-K1 Ca ag	CHO-K1 Ca PAM	M5 antag	M5 ag	M4 antag	M4 PAM
COc1ccc(NS(=O)(=O)c2cc(NC(=O)c3ccc(Cl)cc3)ccc2N2CCOCC2)cc1	-8	0	0	0.1	-3	17	0	1	1
CCC(c1nc2ccccc2[nH]1)n1c(-c2ccc3ccccc3c2)nc2ccccc21 (configuration not stated)	x	3	-8	x	x	9	-3	11	-10
CN1CCN(CC#CCn2c3ccccc3c3ccccc32)CC1	-3	12	-21	4.5	14	17	-11	5	-22
O=C(CN(C(=O)CCC(=O)Nc1nccs1)c1ccccc1F)NCC1CCCO1 (configuration not stated)	1	0	-2	0.2	9	-3	-1	3	5
N#CC(C#N)=C(N)Nc1cccc(Cl)c1	-10	1	6	1.7	18	12	-3	-10	6
Cc1cc(C)c2cc(C(c3nnnn3CC3CCCO3)N3CCN4CCCC4C3)c(=O)[nH]c2c1 (configuration not stated)	-12	1	2	0.2	21	4	-2	-1	-4
Cc1cccc(C(=O)OCC(=O)NCC(C)C)c1O	-10	2	13	0.3	25	-4	0	0	2
CCC(C)[C@@H](C(=O)NCC1CCC(C(=O)O)CC1)n1nnc2ccccc2c1=O (some centres not stated)	-2	7	-10	2.2	5	9	3	-4	-12
CN(CC1CCCN(CCc2ccc(F)cc2)C1)C(=O)CCC(N)=O (configuration not stated)	-16	1	6	1.1	22	2	-3	-6	1
COc1ccc(-c2csc(C(O)c3ccc(F)c(OC)c3)n2)cn1 (configuration not stated)	8	5	-4	1.9	-13	11	2	-5	-3
O=C(NCCCNC(=O)c1cnccn1)c1ccc(Cl)cc1	-4	2	0	0.4	8	17	-3	0	1
Cn1cccc1C(=O)OCC(=O)NC1CCS(=O)(=O)C1 (configuration not stated)	-6	1	9	-0.2	6	11	-1	0	-1
CCc1cc(=O)oc2cc(OCC(=O)NCCN3CCOCC3)c(Cl)cc12	-10	2	1	0.7	9	-10	-5	-34	-1
CN1OC[C@@H]2CN(C(=O)C(C)(C)C)[C@H](c3cccc(N4CCOCC4)c3)C[C@@H]21	-9	0	-1	1.1	21	3	3	-10	2
CCN(C(=O)c1c(N)cnn1C)c1ccccc1	-6	0	3	0.1	4	4	0	-1	1
CCOC(=O)C1=C(C)NC(SC)=NC1c1ccc(OC)cc1 (configuration not stated)	-6	0	-8	0.4	12	-7	-8	-4	1
CCOC(=O)c1ccc(Nc2nnc3nc(C)cc(C)n23)cc1	-8	0	3	0.1	8	-7	-2	9	-7
Cc1ccc(C(C(=O)NC2CCCCC2)N(C(=O)Cc2c[nH]c3ccccc23)c2ccccc2C)o1 (configuration not stated)	-13	0	-1	2.1	22	6	-2	-2	9
CCOc1cc2[nH]c(=S)n(CCCOC)c(=O)c2cc1OCC	-8	1	-3	0.2	1	10	1	7	14
CCCCNC(=O)c1nc(C2CCN(S(=O)(=O)c3ccc(C(F)(F)F)cc3)CC2)oc1-c1ccccc1	x	2	3	x	x	-5	1	-16	2
C[C@@H]1CN([C@@H](C)CO)C(=O)CCCn2cc(nn2)CO[C@H]1CN(C)S(=O)(=O)c1ccccc1F	10	0	0	3.2	6	11	1	-7	2
CCN1CCN(S(=O)(=O)c2cc(OC)c(Cl)cc2OC)CC1	-8	1	2	0.6	-1	-7	0	-12	3
CC(=O)c1cccc(N2C(=O)CC(N3CCN(S(=O)(=O)c4ccccc4F)CC3)C2=O)c1 (configuration not stated)	-7	2	2	0.5	4	13	3	2	-2
CC(C)CCN1CC(C(=O)NC(C)C)CC1=O (configuration not stated)	-4	0	5	0.5	21	-5	2	-11	5
COc1ccccc1NC(=O)CCC(=O)Nc1nnc(C(F)(F)F)s1	-22	1	-15	0.7	-9	1	5	-1	7
C1CCC(n2nnnc2CN2CCN(C3CCCC3)CC2)CC1	-4	0	7	0.2	12	6	-4	0	15
COc1ccc(NS(=O)(=O)c2cc(NC(=O)c3cnc(C)cn3)ccc2N2CCCC2)cc1	10	0	-1	-0.2	-1	1	-6	9	-6
O=C(CNS(=O)(=O)c1ccc(Br)s1)NCCc1ccc(Cl)cc1	-20	2	2	2.1	-2	7	1	0	4
O=C(Cc1csc(Nc2nc(=S)[nH]c3ccccc23)n1)NCc1cccc(Cl)c1	-19	2	5	0.9	24	-1	0	6	3
COc1ccc(C(=O)OCC(=O)Nc2ccc(F)cc2F)cc1OC	-13	1	0	1.1	14	4	-3	3	13
COC(=O)c1[nH]c2cc(OC)ccc2c1N	-7	1	4	-0.1	11	-1	-2	-6	1
CN(C)S(=O)(=O)N1CCN(c2ccccc2Cl)CC1	-6	3	0	0.3	-11	3	1	0	2
COc1ccc(Cl)cc1NC(=O)CN(C(=O)c1ccco1)C1CCCCC1	-8	-1	3	1.1	22	-5	-4	5	1
COc1cccc(CC2(CO)CCN(Cc3cnc(-c4cccc(C)c4)nc3)CC2)c1	-10	15	-12	8.4	10	12	4	1	-13
COc1ccc(CC(=O)NCC(=O)Nc2ccccc2Br)cc1	-10	3	1	2.1	14	0	0	-7	-8
CCOC(=O)C1CCCN(CC(=O)Nc2c(C(=O)OC)[nH]c3ccc(Cl)cc23)C1 (configuration not stated)	2	5	-2	1.7	12	3	-3	3	-7
CCOc1ccc(CC(=O)Nc2cccc(-c3ccc4nnc(C)n4n3)c2)cc1	3	3	5	13	-2	0	-2	7	-1
CCC(=O)N1c2ccccc2NC2=C(C(=O)CCC2)C1c1ccccc1 (configuration not stated)	-12	1	2	0.7	14	7	1	6	7
CC1=Nc2cc(C(=O)N3CCCC3)ccc2Sc2c(C)ccc(C)c21	9	0	3	-0.5	16	-3	-4	-12	4
COc1ccc(N2CCN(C(c3cccs3)C(C)NC(=O)C(=O)N3CCOCC3)CC2)cc1 (configuration not stated)	-5	2	-5	0.9	-6	5	-2	-9	-2
C[C@H](NC(=O)c1ccco1)C(=O)OCC(=O)N1CC(=O)Nc2ccccc21	-11	2	1	0.8	15	2	1	-12	1
CCOC(=O)C1CCN(S(=O)(=O)c2c(Cl)ccc3nonc23)CC1	5	1	-4	0.1	-9	3	-4	22	-7
N=C1/C(=C/c2cccn2Cc2ccc(F)cc2)C(=O)N=C2SC=CN12	-8	7	-1	1.8	3	6	-5	-9	-3
COc1ccc(OCc2nnc(SCC(=O)N3C(C)CCCC3C)o2)cc1 (configuration not stated)	-9	2	-5	2.5	13	0	-4	-13	0
O=C(CNC(=O)C1CCCCC1)NC1=NCCS1	-17	1	0	0.9	16	-1	3	3	0
Nc1nnc(Cc2c[nH]c3ccccc23)s1	9	0	1	0.2	4	5	-1	2	0
CCN=C(Nc1cccc(F)c1)SC1CC(=O)N(c2ccc(OC)cc2)C1=O (configuration not stated)	-2	27	-12	7.9	2	15	3	17	-11
CCNC(=O)CSc1nc(-c2ccccc2)cs1	-7	0	-1	0.2	5	7	2	-8	-4
COc1ccc(/C=C2\Oc3cc(OCC(N)=O)ccc3C2=O)cc1OC	-6	3	-6	1.9	3	-1	-1	3	2
CCOc1ccc(NC(=O)CSc2nc3cccnc3n2CC)cc1	-7	4	-6	1.2	12	-3	-6	1	-4
